Assay outcomes from PubChem BioAssay.
Tau ThT inhib = blocks human tau fibril formation measured by thioflavin T | recombinant tau K18 P301L, heparin-induced fibrillization, ThT fluorescence | Potency, µM (top dose mostly 57.4 µM), for inactives: top-dose activity, negative = inhibition, actives largely listed as inhibitors | 270,000 tested, 2.1% active | AID 1460; note: % is set by controls: 0 for no effect and ±100 for the full control effect; nearly all actives have a fitted effect of over 55% in size
Target sequence (P10636 561-689 P618L limits assumed): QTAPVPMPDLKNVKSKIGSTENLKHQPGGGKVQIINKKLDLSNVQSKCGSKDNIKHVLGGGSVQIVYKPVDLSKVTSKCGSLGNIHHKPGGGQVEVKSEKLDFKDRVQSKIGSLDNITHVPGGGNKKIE
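K18 P301L tau (15 uM + 0.24 uM Alexa 594-tagged), heparin 20 uM, NaOAc pH 7, 6 h 37 C; ThT 30 uM, 1 h RT, ex 450/em 510 nm.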
L3MBTL1 block = blocks human L3MBTL1. Q9Y468. 230,000 tested, 0.66% active. Potency, µM (titrated, usually from 57.1 µM), without a hit: at the highest dose activity, negative = inhibition, actives largely listed as inhibitors. AID 485360. AlphaScreen L3MBTL1–H3K9me1 peptide binding; note: % is set by controls: 0 for no effect and ±100 for the full control effect; nearly all actives have a fitted effect of over 60% in size
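AlphaScreen proximity signal between nickel-chelate acceptor and streptavidin donor beads (final 10 ug/mL) reports binding of 50 nM L3MBTL1 to 75 nM biotin-H3 K9me1 peptide; complex incubated with compounds 30 min at room temperature; cefsulodin titration as control.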
TRb-SRC2 inh = inhibitors of human thyroid hormone receptor beta-SRC2 interaction; 280,000 tested, 0.065% active; AID 1469; TRbeta-SRC2 peptide binding, fluorescence polarization; receptor liganded with 1 µM T3; Potency, µM (top dose mostly 106 µM), without a hit: top-dose activity change, negative = inhibition, usual class: inhibitors;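 note: plate controls were bound peptide for no effect and peptide without receptor for full effect; nearly all actives have a fitted effect of over 50% in size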
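Fluorescence polarization of 20 nM Texas Red SRC2 peptide (20-aa NR interaction domain) bound to 0.6 uM human TRb ligand-binding domain, with 1 uM T3, after 5 hr at ambient temperature; inhibition seen as decreased polarization.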
Tau fluor cs = counter-screen for tau fibril formation inhibitors | tau K18 P301L (four-repeat tau fragment) Alexa594 fluorescence, heparin fibrillization | Potency, µM (doses to about 57.7 µM), for the others: top-dose activity change, negative = decrease | 280,000 tested, 0.93% active; note: % is set by controls: 0 for no effect and ±100 for the full control effect; nearly all actives have a fitted effect of over 55% in size
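Human K18 P301L tau (15 uM unlabeled plus 0.24 uM Alexa 594-labeled, final) in 100 mM sodium acetate pH 7 was mixed with compound and 20 uM heparin and incubated 6 hr at 37 C.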
TR SRC2 fluor cs = counter-screen for TRb-SRC2 inhibitors: fluorescence interference. 280,000 tested, 0.29% active. AID 1479. TRb/SRC2 Texas Red total fluorescence interference. Potency, µM (titrated, usually from 106 µM), for inactives: at the top dose fluorescence change, negative = quenching; active = well fitted curve in either direction with a large enough effect; inconclusive = small, poorly fitted or top-dose-only effect; note: % is set by controls: 0 for no effect and ±100 for the full control effect
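Human TRβ ligand-binding domain (0.6 uM) and Texas Red SRC2 peptide (20 nM) in Tris buffer with 1 uM T3 and 5% DMSO were incubated with pinned compound for 5 hr at ambient temperature. Total fluorescence was computed as S + 2P (555/632 nm).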
Tau fibril FP = inhibitors of human tau fibril formation; K18 P301L tau heparin fibrillization, Alexa594 FP, 6 h; Potency, µM (highest dose often 57.7 µM), for inactives: top-dose activity, negative = inhibition, hits mostly inhibitors; 280,000 tested, 0.39% active; AID 1468; note: % is set by controls: 0 for no effect and ±100 for the full control effect; nearly all actives have a fitted effect of over 55% in size
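Read-out: fluorescence polarization of Alexa 594-labeled tau (0.24 uM), 555 nm excitation, 632 nm emission. Mixtures held 15 uM unlabeled K18 P301L, compound and 20 uM heparin, pH 7 acetate buffer, incubated 6 hr at 37 C.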
HTT ATP protect = protects HTT-Q103 PC12 cells, measured by ATP; PC12 HTT-Q103 induced, cytoprotection, ATP luminescence, 40 h; Potency, µM (doses to about 56.4 µM), for inactives: cytoprotection (ATP increase), usual class: activators; 230,000 tested, 0.14% active; AID 1471;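 note: % of control where 0% means no effect; nearly all actives have a fitted effect of over 45% in size; toxic huntingtin expression switched on by the ecdysone agonist tebufenozide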
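Stable PC12 Q103-GFP cells in serum-supplemented, phenol red-free DMEM; induction by tebufenozide at 100 nM final; compound dose series; cell viability quantified luminescently from ATP.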
RECQ1 helicase = RECQ1 (human) helicase inhibition; P46063; RECQ1 DNA unwinding, red fluorescence kinetic read; Potency, µM (highest dose often 57.3 µM), for inactives: at the top dose activity, negative = inhibition, hits mostly inhibitors; 240,000 tested, 0.54% active; AID 2549;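 note: plate controls were vehicle for no effect and no enzyme for full effect; nearly all actives have a fitted effect of over 30% in size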
Target sequence (P46063 whole entry, looked up): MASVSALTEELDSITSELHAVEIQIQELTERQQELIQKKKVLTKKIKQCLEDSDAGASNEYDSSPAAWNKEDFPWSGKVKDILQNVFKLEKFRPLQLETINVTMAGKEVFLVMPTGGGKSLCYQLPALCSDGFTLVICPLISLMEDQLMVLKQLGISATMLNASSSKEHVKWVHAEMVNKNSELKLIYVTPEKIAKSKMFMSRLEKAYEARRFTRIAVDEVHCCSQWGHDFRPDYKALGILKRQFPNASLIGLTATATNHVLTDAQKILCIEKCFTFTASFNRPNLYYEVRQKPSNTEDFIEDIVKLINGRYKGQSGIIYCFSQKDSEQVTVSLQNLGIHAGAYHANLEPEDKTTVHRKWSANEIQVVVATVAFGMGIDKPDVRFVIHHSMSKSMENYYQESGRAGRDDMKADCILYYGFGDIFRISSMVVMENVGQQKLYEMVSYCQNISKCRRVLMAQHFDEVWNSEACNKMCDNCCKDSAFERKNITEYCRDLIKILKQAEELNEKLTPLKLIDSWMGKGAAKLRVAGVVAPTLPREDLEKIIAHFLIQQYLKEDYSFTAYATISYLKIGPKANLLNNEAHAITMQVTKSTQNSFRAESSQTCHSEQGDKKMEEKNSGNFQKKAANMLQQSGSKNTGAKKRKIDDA
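RECQ1T1 50 nM; forked duplex (20 bp + 30-nt ss tails) 200 nM, ATP 2 mM final; pH 8.0, 2 mM MgCl2, 2.5 ug/ml poly(dI-dC); 15 min compound preincubation; discontinuous kinetic read over 2 h at RT.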
The depositor's hits bear a star; i = inactive; ? = inconclusive; nt = not tested or not shown; [ ] = another dose, or the depositor's remark. Unless noted, calls come from the whole dose curve; as a rule, active = well fitted curve in the direction sought with a large enough effect; inconclusive = small, poorly fitted or top-dose-only effect, or another doubt; inactive = no such curve, though single readings can be large; an effect the other way counts as inactive or inconclusive. Potency is the fitted concentration of half-maximal effect. These rows are one share of the data (hit frequency here may not be typical).

Codes – A = Tau ThT inhib; B = L3MBTL1 block; C = TRb-SRC2 inh; D = Tau fluor cs; E = TR SRC2 fluor cs; F = Tau fibril FP; G = HTT ATP protect; H = RECQ1 helicase
1) O=C(Nc1nccs1)c1ccc(-c2ccc(Cl)cc2Cl)o1
  A = -15%	B = -12%	C = -3%	D = -19%	E = 2%	F = -10%	G = -10%[10 µM]	H = -2%
2) O=C(C[n+]1cc(-c2ccccc2)n2c1CCC2)OCc1ccccc1
  A = -2%	B = -11%	C = 5%	D = 5%	E = 8%	F = 8%	G = -19%[10 µM]	H = 0%
3) Cc1cc(Cl)ccc1OCC(=O)Nc1ccccc1N1CCOCC1
  A = ?	B = -1%	C = 1%	D = -15%	E = -5%	F = -7%	G = -6%[0.074 µM]	H = -17%
4) O=C(NC1CCCCC1)c1ccc(Cn2c(SCc3ccccc3)nc3cccnc32)cc1
  A = -2%	B = nt	C = -5%	D = -7%	E = 5%	F = 6%	G = nt	H = nt
5) Nc1nnc(SCc2cccc(C(F)(F)F)c2)s1
  A = -2%	B = 3%	C = -10%	D = 1%	E = 2%	F = -3%	G = -16%	H = i
6) O=C(c1ccc(Br)s1)N1CCCC1
  A = -13%	B = nt	C = -6%	D = -9%	E = -4%	F = 3%	G = 20%	H = -3%
7) CCN(CC)c1ccc(N)cc1S(=O)(=O)Nc1ccc(OC)cc1
  A = -8%	B = -16%	C = 1%	D = -15%	E = 0%	F = 12%	G = -1%[10 µM]	H = -17%
8) CCOC(=O)c1c(C)sc(-c2c(-c3cc(C)ccc3C)[nH]c3c2c(=O)n(C)c(=O)n3C)c1O
  A = -16%	B = nt	C = 16%	D = -16%	E = 19%	F = 5%	G = nt	H = nt
9) O=C(CSc1cc(Cl)ccc1Cl)NC1CCCc2ccccc21 (stereo unspecified)
  A = -6%	B = -8%	C = -5%	D = -9%	E = -1%	F = -8%	G = nt	H = i
10) Cc1ncsc1C(=O)O
  A = -10%	B = 8%	C = 9%	D = -9%	E = -3%	F = -2%	G = 11%[10 µM]	H = -20%
11) O=S(=O)(NCCS(=O)(=O)N1CCN(c2ccccc2F)CC1)c1ccc(Cl)cc1
  A = 17%	B = nt	C = -4%	D = -1%	E = -5%	F = -10%	G = nt	H = nt
12) CCN(CC)CC#CCC1(O)c2ccccc2-c2ccccc21
  A = 9%	B = 9%	C = -10%	D = 6%	E = -1%	F = 3%	G = 11%	H = -3%
13) CCCCC(CC)C(=O)NCc1ccccc1OC (stereo unspecified)
  A = -3%	B = 7%	C = 0%	D = 2%	E = 0%	F = 2%	G = -14%[10 µM]	H = -5%
14) COc1cc(/C=C(/C#N)c2ccccc2)ccc1Oc1ccc([N+](=O)[O-])cn1
  A = -15%	B = -19%	C = -5%	D = ?	E = -5%	F = -9%	G = 32%[10 µM]	H = -10%
15) CCCCOc1ccc(/C=C/C2=CC(C)(C)NC(=S)N2)cc1OCC
  A = -10%	B = nt	C = -9%	D = -4%	E = -8%	F = -4%	G = ?	H = i

Reprinted from the part before: two entries, then new ones.
Codes – A = Tau ThT inhib; B = L3MBTL1 block; C = TRb-SRC2 inh; D = Tau fluor cs; E = TR SRC2 fluor cs; F = Tau fibril FP; G = HTT ATP protect; H = RECQ1 helicase
14) COc1cc(/C=C(/C#N)c2ccccc2)ccc1Oc1ccc([N+](=O)[O-])cn1
  A = -15%	B = -19%	C = -5%	D = ?	E = -5%	F = -9%	G = 32%[10 µM]	H = -10%
15) CCCCOc1ccc(/C=C/C2=CC(C)(C)NC(=S)N2)cc1OCC
  A = -10%	B = nt	C = -9%	D = -4%	E = -8%	F = -4%	G = ?	H = i
16) Cc1ccc(NC(=O)CN2C(=O)C(c3ccccc3)=NC2(C)C)cc1C
  A = 10%	B = nt	C = -2%	D = -1%	E = -2%	F = -2%	G = nt	H = nt
17) Cc1ccc2nc(-c3ccc(SCC(=O)Nc4nnc(C)s4)nc3)[nH]c2c1
  A = -18%	B = 3%	C = -5%	D = -15%	E = -2%	F = ?	G = -17%[10 µM]	H = -10%
18) CCCCN1C(=O)c2[nH]nc(-c3ccccc3O)c2C1c1cc(Br)c(O)c(OC)c1 (stereo unspecified)
  A = -15%	B = nt	C = 2%	D = ?	E = -17%	F = -12%	G = nt	H = nt
19) Cc1ccc(S(=O)(=O)Cc2ccc(C(=O)N3CCCCCC3)o2)cc1
  A = -1%	B = nt	C = -9%	D = -5%	E = 2%	F = 11%	G = 20%	H = -6%
20) CC(C)(C)c1nnc2cccc(Cl)n12
  A = -5%	B = -3%	C = -1%	D = -1%	E = -1%	F = -3%	G = 11%	H = 1%
21) O=C(COC(=O)c1ccccc1C(=O)c1ccccc1)NCCc1ccccc1
  A = 3%	B = -8%	C = -4%	D = -8%	E = 0%	F = -3%	G = -5%[10 µM]	H = -9%
22) C=CCc1cc2c(oc(=O)c3ccccc32)c(C)c1O
  A = -7%	B = -3%	C = 6%[53 µM]	D = -9%	E = -2%[53 µM]	F = 2%	G = 7%[10 µM]	H = 11%
23) O=S(=O)(c1cccc(NC(=S)N2CCN(c3ccccc3)CC2)c1)C(F)F
  A = -8%	B = -3%	C = 4%	D = ?	E = -6%	F = -12%	G = 19%[10 µM]	H = -7%
24) COC(=O)C1C(C)OC(=O)NC1c1ccccc1 (stereo unspecified)
  A = -10%[11.5 µM]	B = nt	C = 6%[11.2 µM]	D = -7%[11.6 µM]	E = -3%[11.2 µM]	F = -9%[11.6 µM]	G = -19%[10 µM]	H = i[11.5 µM]
25) CCN(CC)c1ccc(N2C(=O)/C(=C\c3cccnc3)SC2=S)cc1
  A = ?	B = -8%	C = 1%	D = -15%	E = 0%	F = -8%	G = 0%	H = -11%
26) COc1ccccc1CNC(=O)CCC1N=C2c3ccccc3N=C(SCc3cccc(Cl)c3)N2C1=O (stereo unspecified)
  A = -3%	B = nt	C = 2%	D = 9%	E = -2%	F = -6%	G = nt	H = nt
27) CCOC(=O)C1CCCN(C(=O)CCn2nc(-c3ccccc3)ccc2=O)C1 (stereo unspecified)
  A = 2%	B = 8%	C = -7%	D = 4%	E = 2%	F = 0%	G = -13%[0.074 µM]	H = 8%
28) CC1CCc2c(sc(NC(=O)CCCn3cnc([N+](=O)[O-])n3)c2C(N)=O)C1 (stereo unspecified)
  A = -6%	B = -2%	C = 5%	D = -5%	E = 1%	F = -2%	G = -19%	H = -8%
29) COc1cccc(N2CCN(CC(=O)C34CC5CC(CC(C5)C3)C4)CC2)c1
  A = ?	B = nt	C = 2%	D = -9%	E = 3%	F = -1%	G = -7%	H = i
30) O=S(=O)(N/N=C/c1cn(Cc2ccccc2)c2ccccc12)c1ccccc1
  A = -5%	B = -14%	C = 0%	D = ?	E = -3%	F = 2%	G = -31%	H = -23%
31) CCOC(=O)N1CCC(N2C(=O)c3ccccc3C2Nc2cc(OC)c(OC)c(OC)c2)CC1 (stereo unspecified)
  A = -6%	B = 20%	C = -2%	D = -5%	E = 0%	F = 6%	G = -18%	H = -6%

One compound at a time, from the list above. Order of screens: Tau ThT inhib	L3MBTL1 block	TRb-SRC2 inh	Tau fluor cs	TR SRC2 fluor cs	Tau fibril FP	HTT ATP protect	RECQ1 helicase
Listed for Cc1ccc(NC(=O)CN2C(=O)C(c3ccccc3)=NC2(C)C)cc1C : 10%	nt	-2%	-1%	-2%	-2%	nt	nt
Listed for CCN(CC)c1ccc(N2C(=O)/C(=C\c3cccnc3)SC2=S)cc1 : ?	-8%	1%	-15%	0%	-8%	0%	-11%
Listed for COc1ccccc1CNC(=O)CCC1N=C2c3ccccc3N=C(SCc3cccc(Cl)c3)N2C1=O (stereo unspecified) : -3%	nt	2%	9%	-2%	-6%	nt	nt
Listed for COC(=O)C1C(C)OC(=O)NC1c1ccccc1 (stereo unspecified) : -10%[11.5 µM]	nt	6%[11.2 µM]	-7%[11.6 µM]	-3%[11.2 µM]	-9%[11.6 µM]	-19%[10 µM]	i[11.5 µM]
Listed for CCCCN1C(=O)c2[nH]nc(-c3ccccc3O)c2C1c1cc(Br)c(O)c(OC)c1 (stereo unspecified) : -15%	nt	2%	?	-17%	-12%	nt	nt
